Assay outcomes from PubChem.
TEAD-YAP block = TEAD-YAP interaction inhibition; HEK-TIYL cells, TEAD-Gal4/YAP UAS-luciferase luminescence; inhibition, % at 9.12 µM; actives 1.4% (n = 640,000); AID 1259422; in the data active means inhibition above about 32%;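 further: 0% = median of test compound wells and 100% = reference inhibitor wells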
GPR151 ag = human GPR151 activation | activation, % at 11.2 µM | actives 1% (n = 650,000) | Q8TDV0 | PathHunter beta-arrestin GPR151 cells, luminescence | AID 1508602; in the data active means activation above about 4.9%;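 further: 0% = median of compound wells and 100% = cells with positive control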
Target sequence (Q8TDV0 whole entry, looked up): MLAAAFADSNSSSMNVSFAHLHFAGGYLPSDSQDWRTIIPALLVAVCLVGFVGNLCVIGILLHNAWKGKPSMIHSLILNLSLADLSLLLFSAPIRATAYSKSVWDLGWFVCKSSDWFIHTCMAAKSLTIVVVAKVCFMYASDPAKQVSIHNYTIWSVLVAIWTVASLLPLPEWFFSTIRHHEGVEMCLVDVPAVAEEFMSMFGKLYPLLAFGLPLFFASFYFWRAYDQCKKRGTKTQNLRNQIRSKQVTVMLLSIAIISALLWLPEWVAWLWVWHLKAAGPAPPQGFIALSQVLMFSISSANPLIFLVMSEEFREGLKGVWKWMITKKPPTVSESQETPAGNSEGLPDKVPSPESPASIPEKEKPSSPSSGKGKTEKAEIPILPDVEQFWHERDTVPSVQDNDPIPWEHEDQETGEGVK
FBW7 act = human FBW7 E3 ligase activation, primary screen | Q969H0 | normalized activity (activation), % at 26.1 µM | AlphaScreen FBW7–phospho-cyclin E peptide binding, activator screen | actives 0.13% (n = 650,000); in the data active means normalized activity above about 1.9%;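 further: purified mutant Fbw7 with reduced substrate affinity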
MITF primary = inhibitors of human MITF | actives 0.91% (n = 650,000) | AID 1259374 | inhibition, % at 2.6 µM | AlphaScreen MITF homodimerization, bead proximity signal; in the data active means inhibition above about 50%;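 further: 0% = vehicle wells with protein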
Target sequence (O75030 whole entry, looked up): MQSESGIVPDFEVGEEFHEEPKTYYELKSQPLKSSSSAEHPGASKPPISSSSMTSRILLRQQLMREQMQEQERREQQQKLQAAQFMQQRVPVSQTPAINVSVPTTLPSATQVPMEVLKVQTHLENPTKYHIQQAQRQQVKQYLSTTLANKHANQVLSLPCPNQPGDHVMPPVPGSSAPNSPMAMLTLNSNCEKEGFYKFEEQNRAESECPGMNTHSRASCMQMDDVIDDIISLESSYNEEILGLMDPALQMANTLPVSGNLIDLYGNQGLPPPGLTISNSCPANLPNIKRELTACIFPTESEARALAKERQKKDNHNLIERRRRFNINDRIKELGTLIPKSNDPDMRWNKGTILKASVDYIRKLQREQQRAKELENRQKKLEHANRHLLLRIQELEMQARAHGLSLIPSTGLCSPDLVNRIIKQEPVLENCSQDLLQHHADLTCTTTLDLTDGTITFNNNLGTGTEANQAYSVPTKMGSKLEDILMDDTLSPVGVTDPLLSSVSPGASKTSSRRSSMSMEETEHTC
Numbers without * were called inactive.

Structure | TEAD-YAP block | FBW7 act | MITF primary | GPR151 ag
CCOC(=O)C1=C(C)N=c2s/c(=C\c3ccc(C)cc3)c(=O)n2C1c1ccc2c(c1)OCO2 (centres undefined) | -12 | 0.0 | -3 | 0.0
O=c1oc2ccccc2cc1-c1nnc(Nc2ccc(Oc3ccc(Cl)cc3)cc2)s1 | -5 | -0.2 | -13 | -1.2
O=C(CC[C@H]1CN(Cc2ccncc2)CC[C@H]1N1CCOCC1)N1CCSCC1 | 3 | 0.1 | -2 | 1.7
CCCSc1nc(-c2ccccc2)cc(-c2ccc(OC)cc2)c1C#N | 7 | 0.0 | -9 | 1.5
N/C(=N\c1nc2c(c(=O)[nH]1)CCC2)Nc1ccccc1C(F)(F)F | 8 | 0.0 | 7 | 2.2
CCOC(=O)c1sc2nc(C)cc(C)c2c1NC(=O)C1COc2ccccc2O1 (centres undefined) | 3 | 0.0 | -11 | -0.9
CCc1ccc(CN2CCc3nnc(CCNC(=O)C(C)C)n3CC2)cc1 | -1 | -0.1 | -2 | 0.5
O=S(=O)(CCOc1ccccc1)N1CCN(c2ncccn2)CC1 | 2 | 0.0 | 1 | 6.2*
COc1ccc(C2CC(c3cccc(Br)c3)n3nnnc3N2)cc1 (centres undefined) | 4 | 0.0 | 2 | 0.6
Cc1cc(OCCN(C)C)nc(NCc2ccccc2)n1 | 1 | 0.0 | 12 | -0.4
CCSc1nnc2c(n1)OC(c1ccccn1)Nc1ccccc1-2 (centres undefined) | -17 | -0.1 | 2 | -0.1
CCCCCNC(CC(=O)Nc1ccc(C)c(Cl)c1)C(=O)O (centres undefined) | -10 | 0.4 | 16 | -0.5
COc1ccc(S(=O)(=O)N(CC(=O)N(Cc2ccccc2)Cc2ccccc2)c2ccc(C)cc2)cc1OC | -2 | -0.1 | -5 | -0.9
CC(C)c1ccc(NC(=O)CSc2nc3[nH]ncc3c(=O)n2-c2cccc(C(F)(F)F)c2)cc1 | 8 | 0.7 | 1 | -1.5
Cn1c(SCC(=O)c2ccc([N+](=O)[O-])cc2)nnc1-c1cccs1 | -7 | -0.1 | -4 | 0.7

Continuation.
Structure | TEAD-YAP block | FBW7 act | MITF primary | GPR151 ag
CCc1ccc(NC(=O)CSc2nc3cc4c(cc3c(=O)n2CCCCCC(=O)NCc2ccc(OC)cc2)OCO4)cc1 | 10 | 0.0 | 0 | 0.0
CC(=O)N(NC(=O)C(O)(c1ccc(C)cc1)c1ccc(C)cc1)C(c1ccccc1)c1ccc(C)cc1 (centres undefined) | 20 | -0.1 | 1 | 0.1
COc1cccc(CC(C2CCN(C(=O)CCC(N)=O)CC2)N(C)Cc2ccccn2)c1 (centres undefined) | 7 | -0.1 | 28 | 4.3
CCCCN(C)C(=O)Cc1c(C(=O)O)[nH]c2ccc(Cl)cc12 | 8 | -0.1 | 8 | 0.4
Cc1ccc2c(c1)/C(=C\c1ccc(Br)cc1)c1cc3ccccc3nc1-2 | 5 | -0.1 | -2 | 6.1*
Cn1nnnc1SCC(=O)Nc1nc2ccc([N+](=O)[O-])cc2s1 | 1 | -0.1 | 1 | 0.5
Cc1nnc(Nc2cccc(F)c2)[nH]c1=O | -6 | -0.1 | 0 | 3.4
CCCCNC(=O)CSc1nc(NCCc2ccccc2)c2ccccc2n1 | -2 | -0.1 | -10 | 0.2
Cc1c(C(=O)NCc2ccc(F)cc2)sc2ncnc(N3CCCCC3)c12 | -17 | -0.2 | -6 | 0.1
CCOc1ccc2[nH]c(=O)c(CN(CCOC)C(=O)NC3CCCCC3)cc2c1 | 12 | 0.8 | -2 | -1.3
O=C(c1ccc([N+](=O)[O-])cc1)N(Cc1ccccc1F)N1C(=O)C2CCCCC2C1=O (centres undefined) | 1 | -0.1 | 18 | -1.1
CCC(=Nc1ccccc1N)c1c(O)n(C)c(=O)n(C)c1=O | -67 | 0.3 | 10 | -0.5
N#Cc1ccc(S(=O)(=O)Nc2ccc(Br)cc2Cl)cc1 | 9 | 0.0 | 7 | 1.2
CC(C)NC(=O)c1ccc2c(c1)NC(=O)c1ccccc1S2 | -5 | 0.8 | 7 | 0.2
Cc1ccc([N+](=O)[O-])cc1NC(=O)CSC1=NCCS1 | -8 | 0.2 | -2 | -0.9

Filtered by structure, those above with a COOH group.
Structure | TEAD-YAP block | FBW7 act | MITF primary | GPR151 ag
CCCCCNC(CC(=O)Nc1ccc(C)c(Cl)c1)C(=O)O (centres undefined) | -10 | 0.4 | 16 | -0.5
CCCCN(C)C(=O)Cc1c(C(=O)O)[nH]c2ccc(Cl)cc12 | 8 | -0.1 | 8 | 0.4

Not a retest: an excerpt of the list.
Structure | TEAD-YAP block | FBW7 act | MITF primary | GPR151 ag
O=C(c1ccc([N+](=O)[O-])cc1)N(Cc1ccccc1F)N1C(=O)C2CCCCC2C1=O (centres undefined) | 1 | -0.1 | 18 | -1.1
CCC(=Nc1ccccc1N)c1c(O)n(C)c(=O)n(C)c1=O | -67 | 0.3 | 10 | -0.5
N#Cc1ccc(S(=O)(=O)Nc2ccc(Br)cc2Cl)cc1 | 9 | 0.0 | 7 | 1.2
CC(C)NC(=O)c1ccc2c(c1)NC(=O)c1ccccc1S2 | -5 | 0.8 | 7 | 0.2
Cc1ccc([N+](=O)[O-])cc1NC(=O)CSC1=NCCS1 | -8 | 0.2 | -2 | -0.9

Later entries.
Structure | TEAD-YAP block | FBW7 act | MITF primary | GPR151 ag
N=C1C(c2ccccc2)=C(O)CN1c1ccc(C(=O)Nc2cccc(S(N)(=O)=O)c2)cc1 | 3 | -0.1 | 1 | -2.3
CC(=O)OCC1OC(n2ncc(=O)[nH]c2=O)C(OC(C)=O)C(OC(C)=O)C1OC(C)=O (centres undefined) | 17 | 0.0 | -2 | -1.0
CCCC(c1nnnn1Cc1ccccc1)N1CCN(C)CC1 (centres undefined) | -11 | 0.0 | 2 | -0.1
COc1cc(S(=O)(=O)N2CCCCCCC2)ccc1-n1cnnn1 | -3 | 0.0 | 8 | 3.6
CCCc1ccc(-c2ccc(C(=O)Nc3ccccc3I)cc2)nc1 | 3 | 0.4 | 5 | 1.1
O=C(NC1CCCC1)c1ccc(Cl)c(NC2=NC3CS(=O)(=O)CC3S2)c1 (centres undefined) | -1 | 1.0 | 4 | -0.7
Cc1cccc(C)c1NC(=S)N(CCCN1CCN(C)CC1)Cc1cccs1 | 15 | -0.1 | -3 | 0.4
O=C(/C=C/c1ccccc1)N/C(=C/c1ccccc1)C(=O)NCCCO | -3 | -0.1 | -20 | -1.6
N#Cc1ccc(NC(=O)COC(=O)CC2CCCCC2)cc1 | -1 | 0.2 | 7 | -1.7
C/C(=N\NC(=O)Cc1ccccc1)c1cccs1 | -10 | 0.0 | 4 | 4.5
C=CCNC(=O)NC1CCCCC1N1C(=O)CSC1=O (centres undefined) | -14 | 0.0 | -3 | 0.1
CCOC(=O)Nc1ccc2c(Cn3cc(C(F)(F)F)cc(Cl)c3=O)cc(=O)oc2c1 | -1 | -0.1 | 0 | 0.4
Cc1ncsc1C(=O)N1CCC(c2ccncc2)CC1 | 0 | -0.1 | 2 | -0.8
CCOc1ccc(N(C)Cc2cc(=O)oc3ccc(OC)cc23)cc1 | -5 | -0.4 | 7 | 0.1
CCOC(=O)CCCC(=O)C(C#N)c1nc(-c2ccc(OC)c(OC)c2)cs1 (centres undefined) | -7 | 0.0 | -6 | -1.2

Copied from the list.
Reading of CCCc1ccc(-c2ccc(C(=O)Nc3ccccc3I)cc2)nc1 in FBW7 act: 0.4
Reading of O=C(NC1CCCC1)c1ccc(Cl)c(NC2=NC3CS(=O)(=O)CC3S2)c1 (centres undefined) in FBW7 act: 1.0
Reading of CCOc1ccc(N(C)Cc2cc(=O)oc3ccc(OC)cc23)cc1 in GPR151 ag: 0.1
Reading of N#Cc1ccc(NC(=O)COC(=O)CC2CCCCC2)cc1 in MITF primary: 7
Reading of CCOC(=O)Nc1ccc2c(Cn3cc(C(F)(F)F)cc(Cl)c3=O)cc(=O)oc2c1 in FBW7 act: -0.1

Shown with values under each structure: 4 of the compounds above
Screens in order: TEAD-YAP block | FBW7 act | MITF primary | GPR151 ag
O=C(/C=C/c1ccccc1)N/C(=C/c1ccccc1)C(=O)NCCCO
  -3 | -0.1 | -20 | -1.6
N#Cc1ccc(NC(=O)COC(=O)CC2CCCCC2)cc1
  -1 | 0.2 | 7 | -1.7
C/C(=N\NC(=O)Cc1ccccc1)c1cccs1
  -10 | 0.0 | 4 | 4.5
C=CCNC(=O)NC1CCCCC1N1C(=O)CSC1=O (centres undefined)
  -14 | 0.0 | -3 | 0.1

Carrying on.
Structure | TEAD-YAP block | FBW7 act | MITF primary | GPR151 ag
COc1ccc(NC(=O)CSc2nn3c(=O)c(C(C)(C)C)nnc3s2)c(OC)c1 | 17 | 0.1 | 14 | -0.1
CCCCn1c(=O)n(Cc2ccc(C#N)cc2)c(=O)c2c1nc(CO)n2CCC | -18 | -0.2 | -5 | -0.7
Cc1ccc2c(c1)N(CC(=O)c1cccc(Cl)c1)C(=O)C(C)O2 (centres undefined) | -2 | -0.1 | -1 | -0.5
CC1CCCCN1CCN1C(=O)C2C(C(=O)Nc3ccc(Cl)cc3)C3C=CC2(O3)C1C(=O)NC1CCCCC1 (centres undefined) | -5 | 0.0 | 0 | -0.7
CCc1nc(SCC(=O)Nc2cc(C)on2)c2c(C)c(C)sc2n1 | 6 | 0.1 | 7 | 2.0
CC(C)(C)NC(=S)Nc1ccc(Cl)cc1 | -10 | -0.1 | -11 | 0.1
Cc1ccccc1-n1nnnc1-c1ccccc1 | 19 | 0.0 | 5 | 0.3
COc1cc(Br)cc(C=C2C(=O)N(C)C(=S)N(C)C2=O)c1OC | 6 | 0.2 | 12 | -0.8
CCOc1ccc(NC(NC(=O)OCC2CCCO2)C(Cl)(Cl)Cl)cc1 (centres undefined) | -1 | 0.3 | 21 | -1.1
COc1ccccc1/C=C/C(=O)NCC(=O)N1CCC(N(C)C2CCCCC2C)CC1 (centres undefined) | -11 | 0.7 | 19 | -0.4
O=[N+]([O-])c1ccc2nonc2c1NC1CCCCC1 | 6 | -0.1 | 4 | -1.0
Cc1nc(SCC(=O)Nc2cccc([N+](=O)[O-])c2)c2c(C)c(C)sc2n1 | 15 | 0.2 | 4 | 0.4
CN(CCCNc1nc(=S)[nH]c2ccccc12)Cc1ccccc1 | 0 | 0.0 | 3 | -2.3
O=C(Nc1ccc2c(c1)OCCO2)c1ccccc1NS(=O)(=O)c1ccccc1 | 6 | -0.2 | 1 | 1.7
CCN(C)C(=O)CC1C(=O)NCCN1Cc1ccc(Cl)c(F)c1 (centres undefined) | 0 | 0.0 | -4 | -0.6

Continuation:
Structure | TEAD-YAP block | FBW7 act | MITF primary | GPR151 ag
Cc1ccc(O)c(/C=N/NC(=O)c2cccc3ccccc23)c1 | -1 | 0.1 | -18 | 0.1
Ic1ccc(NC2=NC3(CCCCC3)Cc3ccccc32)cc1 | -20 | -0.1 | 8 | -1.2
Cc1ccc(Sc2c(C)nn(C(=O)c3ccc(F)cc3)c2C)cc1 | 0 | 0.2 | 6 | -1.3
O=C(O)CN1C(=O)C2C3C=CC(C4CC34)C2C1=O (centres undefined) | -1 | 0.1 | -12 | 1.7
CCOC(=O)C1CCN(S(=O)(=O)c2cc(Br)cnc2N)CC1 | 12 | 0.0 | -2 | 3.0
Cc1ccccc1OCc1nc(-c2ccc(NC(=O)c3ccncc3)cc2)no1 | -4 | 0.0 | -4 | 1.8
CCOc1ccc(N/C=C/C(=O)c2ccc(OC)cc2)c([N+](=O)[O-])c1 | 43* | 0.0 | -4 | 0.2
Cc1nc2cc(N=Cc3c[nH]c4ccccc34)ccc2n1C | 7 | 0.0 | -8 | 0.5
CCc1ccccc1N(CC(=O)NCCC(C)C)C(=O)CCC(=O)Nc1nccs1 | 4 | -0.1 | -1 | 0.5
CC(C)NC(NC(=O)c1ccc(Br)cc1)C(Cl)(Cl)Cl (centres undefined) | 8 | 0.4 | 7 | 0.1
CN1CCN(C(=O)C2CC3CCCN3C23C(=O)Nc2ccccc23)CC1 (centres undefined) | -3 | 0.0 | 2 | -0.7
